Screens as filed in PubChem BioAssay.
ATXN2 expr inh: Primary qHTS for Inhibitors of ATXN expression; HEK-293 ATXN2-luciferase reporter, luminescence, 24 h; Potency, µM (top dose mostly 57 µM), for the others: at the highest dose activity change, negative = inhibition, hits mostly inhibitors; actives 0.72% (n = 360,000); AID 1745845, 2022; also: potency is read from the fitted curve at half-maximal effect; % is scaled to controls: 0 for no effect and ±100 for the full control effect; nearly all actives have a fitted effect of over 55% in size
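ATXN2-luciferase reporter cells (luciferase flanked by upstream and downstream ATXN2 gene portions) were treated 24 h at 37 °C with compounds at up to 57 uM. SteadyGlo luminescence gave expression; GF-AFC fluorescence gave viability.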
KB-3-1 tox: qHTS assay for MDR1-selective chemotherapeutics: Primary screen using the parental adenocarcinoma cell KB-3-1; actives 1.4% (n = 400,000); KB-3-1 viability, CellTiter-Glo ATP luminescence, 72 h; Potency, µM (top dose mostly 46.1 µM), for inactives: at the highest dose activity change, negative = cytotoxic, most hits filed as cytotoxic; also: potency is read from the fitted curve at half-maximal effect; % is scaled to controls: 0 for no effect and ±100 for the full control effect; nearly all actives have a fitted effect of over 60% in size
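72 h, 37 °C compound treatment of KB-3-1 parental cells; CellTiter-Glo added, 10 min, luminescence read. Data corrected against DMSO-only plates and normalized before curve fitting.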
KB-V1 cytotox: qHTS assay for MDR1-selective chemotherapeutics: Primary screen using the drug-selected MDR subline cells KB-V1. Potency, µM (titrated, usually from 46.1 µM), for the others: at the highest dose activity change, negative = cytotoxicity, actives largely listed as cytotoxic. actives 3.4% (n = 400,000). KB-V1 MDR cells viability, CellTiter-Glo, 72 h; also: potency is read from the fitted curve at half-maximal effect; % is scaled to controls: 0 for no effect and ±100 for the full control effect; nearly all actives have a fitted effect of over 60% in size
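Cells of the MDR subline KB-V1 are plated, dosed with compound at multiple concentrations, and incubated 72 h at 37 degrees C; CellTiter-Glo is then added and luminescence read after 10 min.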
IL1B secr inh: qHTS for Inhibitors of Inflammasome Signaling: IL-1-beta AlphaLISA Primary Screen | THP-1 LPS/ATP IL-1B secretion, AlphaLISA, 16 h; active compounds read low | actives 4.7% (n = 360,000) | activity change, % at 57.5 µM; in the data active = activity change below about -50%; inconclusive = mostly about -30% to -49%; also: % is scaled to controls: 0 for no effect and ±100 for the full control effect
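Secreted IL-1B measured by AlphaLISA bead assay after 16 h compound exposure of THP-1 cells; compounds (final up to 57.5 uM) added 1 h before LPS (250 ng/mL) and ATP (1.25 mM) stimulation; lower signal means less secretion.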
MCF10A rerep: A quantitative high throughput screen for small molecules that induce DNA re-replication in MCF 10a normal breast cells; MCF 10A DNA re-replication, Hoechst nuclear intensity, 48 h; Potency, µM (highest dose often 46.1 µM), without a hit: at the top dose activity, positive = re-replication, actives largely listed as activators; actives 2.9% (n = 350,000); AID 624296, 2012; also: potency is read from the fitted curve at half-maximal effect; % of control where 0% means no effect; nearly all actives have a fitted effect of over 50% in size
HT1080 IDH1KD tx: qHTS for induction of synthetic lethality in tumor cells producing 2HG: qHTS for the HT-1080-IDH1KD cell line | actives 2% (n = 360,000) | Potency, µM (top dose mostly 46.1 µM), inactives show at the highest dose activity, negative = toxicity, hits mostly cytotoxic | HT-1080 IDH1 knockdown viability, ATP luminescence, 48 h;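 also: potency is read from the fitted curve at half-maximal effect; 0% = DMSO wells and -100% = cell-free medium wells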
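In this qHTS, HT-1080 cells depleted of IDH1 are exposed for 48 h at 37 °C to compound titrations. Toxicity is scored from CellTiter-Glo luminescence, with DMSO as full viability and medium alone as none.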
WRN helicase inh: qHTS for Inhibitors of WRN Helicase; WRN helicase unwinding, fluorescent forked duplex, kinetic; Potency, µM (series often up to 114 µM), inactives show at the top dose activity change, negative = inhibition, actives largely listed as inhibitors; actives 0.46% (n = 360,000); also: potency is read from the fitted curve at half-maximal effect; % is scaled to controls: 0 for no effect and ±100 for the full control effect; nearly all actives have a fitted effect of over 55% in size
Target sequence (Q14191 whole entry, looked up): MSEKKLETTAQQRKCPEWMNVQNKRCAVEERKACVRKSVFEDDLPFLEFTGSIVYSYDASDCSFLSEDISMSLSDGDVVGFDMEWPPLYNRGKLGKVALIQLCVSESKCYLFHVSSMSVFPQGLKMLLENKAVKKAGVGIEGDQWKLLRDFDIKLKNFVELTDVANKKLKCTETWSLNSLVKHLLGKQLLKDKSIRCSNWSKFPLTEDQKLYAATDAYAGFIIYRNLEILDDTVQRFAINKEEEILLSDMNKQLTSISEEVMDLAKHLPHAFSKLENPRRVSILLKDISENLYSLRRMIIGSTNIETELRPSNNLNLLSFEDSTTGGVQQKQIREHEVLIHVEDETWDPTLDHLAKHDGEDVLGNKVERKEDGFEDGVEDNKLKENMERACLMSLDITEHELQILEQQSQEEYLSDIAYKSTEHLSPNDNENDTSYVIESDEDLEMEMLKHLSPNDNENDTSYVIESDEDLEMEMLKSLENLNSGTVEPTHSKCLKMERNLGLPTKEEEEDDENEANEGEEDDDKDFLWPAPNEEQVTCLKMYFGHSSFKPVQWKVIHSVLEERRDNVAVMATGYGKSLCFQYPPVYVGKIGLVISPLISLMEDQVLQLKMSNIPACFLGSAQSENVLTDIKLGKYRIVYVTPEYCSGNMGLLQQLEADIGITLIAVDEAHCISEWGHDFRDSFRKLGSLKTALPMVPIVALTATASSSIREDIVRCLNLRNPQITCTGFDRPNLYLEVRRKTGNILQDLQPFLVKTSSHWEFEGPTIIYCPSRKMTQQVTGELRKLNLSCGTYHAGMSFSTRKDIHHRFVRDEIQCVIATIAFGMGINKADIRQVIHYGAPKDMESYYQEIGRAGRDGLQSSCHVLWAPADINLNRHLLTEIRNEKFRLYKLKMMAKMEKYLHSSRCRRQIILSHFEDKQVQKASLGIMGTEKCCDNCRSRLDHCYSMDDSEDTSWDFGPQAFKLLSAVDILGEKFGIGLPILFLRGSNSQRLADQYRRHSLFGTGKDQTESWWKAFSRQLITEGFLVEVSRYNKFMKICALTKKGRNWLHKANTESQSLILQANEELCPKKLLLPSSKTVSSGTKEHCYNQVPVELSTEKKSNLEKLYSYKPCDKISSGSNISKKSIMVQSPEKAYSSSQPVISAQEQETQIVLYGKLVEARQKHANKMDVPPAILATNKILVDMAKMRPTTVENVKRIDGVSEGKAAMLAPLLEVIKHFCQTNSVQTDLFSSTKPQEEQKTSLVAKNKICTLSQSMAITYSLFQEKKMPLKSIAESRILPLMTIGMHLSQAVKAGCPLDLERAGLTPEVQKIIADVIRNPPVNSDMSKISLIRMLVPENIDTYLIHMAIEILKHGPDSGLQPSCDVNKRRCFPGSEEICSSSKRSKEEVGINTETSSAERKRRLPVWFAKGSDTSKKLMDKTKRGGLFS
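Screening of the MLSMR collection measured strand separation of a quenched forked DNA duplex (100 nM) by 20 nM WRN with 2 mM ATP, all final. Compounds were preincubated with enzyme 15 min at room temperature.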
HT1080NT lethal: qHTS for induction of synthetic lethality in tumor cells producing 2HG: qHTS for the HT-1080-NT fibrosarcoma cell line. HT-1080-NT fibrosarcoma viability, CellTiter-Glo ATP luminescence, 48 h. Potency, µM (highest dose often 46.1 µM), for the others: at the top dose activity, negative = less viability, hits mostly cytotoxic. actives 1.6% (n = 360,000). AID 686970, 2013;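 also: NT is the 2HG producing partner of a matched IDH1 knockdown line; potency is read from the fitted curve at half-maximal effect; 0% = DMSO-treated cells and -100% = media-only wells without cells; nearly all actives have a fitted effect of over 55% in size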
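Viability by CellTiter-Glo luminescence after 48 h compound exposure at 37C of HT-1080-NT cells (750/well, RPMI, 5% FBS). % activity scaled between DMSO wells and medium-only wells, then curve-fitted and categorized by curve class.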
SW480 rereplic: A quantitative high throughput screen for small molecules that induce DNA re-replication in SW480 colon adenocarcinoma cells. SW480 DNA re-replication, Hoechst DNA content imaging, 48 h. Potency, µM (doses to about 46.1 µM), for inactives: at the highest dose re-replication activation, most hits filed as activators. actives 1.8% (n = 340,000). AID 624297, 2012; also: potency is read from the fitted curve at half-maximal effect; % of control where 0% means no effect; nearly all actives have a fitted effect of over 55% in size
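Readout is total intensity of Hoechst-stained nuclei, excited at 405 nm and collected at 500-530 nm. Compound treatment lasted 48 hr at 37 C in 5% CO2 before staining.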
Numbers without * were called inactive; u = inconclusive; x = not tested or not shown; & = joins results of further samples; [ ] = another dose, or the depositor's remark. Unless noted, calls follow the shape of the dose curve; as a rule, active = well fitted curve in the direction sought with a large enough effect; inconclusive = small, poorly fitted or top-dose-only effect, or another doubt; inactive = no such curve, though single readings can be large; an effect the other way counts as inactive or inconclusive.

SMILES | ATXN2 expr inh | KB-3-1 tox | KB-V1 cytotox | IL1B secr inh | MCF10A rerep | HT1080 IDH1KD tx | WRN helicase inh | HT1080NT lethal | SW480 rereplic
COc1ccccc1-n1c(-c2cccnc2)n[nH]c1=S | -7% | 2% | 0% | -10 | 2% | -14% | 1% | -24% | 3%
CC1(C)Nc2ccc(O)cc2-c2c1ssc2=S | 2% | 1% | -12% | -12 | u | -2% | -10% | -11% | -5%
CCCC(C)NC(=O)Cc1ccc(Br)cc1 (stereo not given) | 5% | -9% | -14% | -7 | 2% | 11% | -7% | 10% | 4%
O=C(CN1C(=O)S/C(=C/c2cccn2-c2ccc(O)cc2)C1=O)N1CCCC1 | -3% | 3% | -7% | 14 | 25% | -16% | 1% | -24% | -2%
COc1ccccc1NS(=O)(=O)c1cc(C)ccc1C | 0% | 0% | -1% | 2 | 2% | -9% | -2% | 0% | -5%
COc1ccccc1/C=C(/CC(=O)NCc1ccccc1)c1nc2ccccc2s1 | 10% | -27% | u | 0 | u | 6% | -25% | 6% | x
COC(=O)CSc1cc(C)nc2ccc(OC)cc12 | 8% | 4% | 14% | 22 | -2% | 4% | 3% | 19% | 2%
COc1cc(CNCCN2CCOCC2)ccc1OCC(=O)NC(C)(C)C | 9% | 3% | 0% | 2 | 8% | 1% | 0% | 5% | -22%
CCc1ccccc1-n1ncc(C(=O)Nc2ccccc2OC)c1C | -7% | 6% | u | u | 6% | -7% | -5% | -15% | 0%
COc1cc(CC(=O)OCC(=O)N2CCCCC2)cc(OC)c1OC | -11% | -3% | 0% | 20 | -11% | -1% | -1% | 14% | -2%

Overlap with the part before: 5 compounds, then new ones.
SMILES | ATXN2 expr inh | KB-3-1 tox | KB-V1 cytotox | IL1B secr inh | MCF10A rerep | HT1080 IDH1KD tx | WRN helicase inh | HT1080NT lethal | SW480 rereplic
COc1ccccc1/C=C(/CC(=O)NCc1ccccc1)c1nc2ccccc2s1 | 10% | -27% | u | 0 | u | 6% | -25% | 6% | x
COC(=O)CSc1cc(C)nc2ccc(OC)cc12 | 8% | 4% | 14% | 22 | -2% | 4% | 3% | 19% | 2%
COc1cc(CNCCN2CCOCC2)ccc1OCC(=O)NC(C)(C)C | 9% | 3% | 0% | 2 | 8% | 1% | 0% | 5% | -22%
CCc1ccccc1-n1ncc(C(=O)Nc2ccccc2OC)c1C | -7% | 6% | u | u | 6% | -7% | -5% | -15% | 0%
COc1cc(CC(=O)OCC(=O)N2CCCCC2)cc(OC)c1OC | -11% | -3% | 0% | 20 | -11% | -1% | -1% | 14% | -2%
C=CCN(CC(=O)NC1CC1)S(=O)(=O)c1cccc(C(F)(F)F)c1 | 2% | -1% | -7% | 0 | -2% | 2% | 6% | 3% | 2%
Cc1ccccc1-c1nc(-c2ccccn2)no1 | u | u | u | -1 | 0% | 21µM* | 8% | 23µM* | 3%
Cc1cccc(OCCC(=O)NCC(c2ccco2)N2CCCCC2)c1 (stereo not given) | -5% | 2% | -12% | 7 | -185%[0.0737 µM] | -5% | 3% | -8% | -5%
Nc1ccccc1SCc1cc([N+](=O)[O-])cc2c1OCOC2 | 34%[activator] | u | u | 14 | 10% | -16% | 5% | 13% | 2%
CCOC(=O)N1CCN(c2nc(=S)n(-c3ccccc3)c(C)c2C(C)=O)CC1 | -5% | -15% | 0% | 7 | 3% | -2% | -23% | 1% | 0%
COc1cc2c(cc1OC)C(c1cc3ccccc3oc1=O)=NC(C)(C)C2 | 2% | u | 0% | u | u | u | 1% | u | u
Cc1ccc(S(=O)(=O)Nc2ccc3c(c2)nc(CCN2CCN(c4ccccn4)CC2)n3C)cc1 | -5% | -2% | 1% | -13 | -4% | -25% | 3% | -4% | 1µM*
Cc1ccc2cccc(OCC(=O)N(C)CC(=O)Nc3ccc(F)cc3)c2n1 | x | -18% | -11% | -6 | 5% | -7% | 7% | 0% | -12%
Cc1nn(CC2CC2)c(=O)n1-c1ccc(F)cc1 | 6% | 2% | -3% | 3 | -1% | 2% | -1% | 2% | -4%
CC(C)Cc1nc(SCC(=O)NCc2ccccc2)n[nH]1 | 9% | 4% | u | 0 | -3% | 12% | -15% | 13% | -5%
C/C(CC(=O)Nc1cccc(C(F)(F)F)c1)=N\NC(=O)c1ccncc1 | 0% | -2% | 3% | 7 | u | u | -4% | u | -2%
COC(=O)c1ccc(COc2ccc(C=O)cc2OC)o1 | -2% | 5% | u | -13 | 11% | 12% | -3% | 13% | 0%
CCOC(=O)c1ccc(CNC(=O)c2cc(C(C)(C)C)oc2C)o1 | -8% | -14% | 0% | 1 | 17% | -9% | -3% | -9% | -2%
COc1ccc(N2CCN(C(=O)Cc3ccc(Cl)cc3)CC2)cc1 | -10% | -10% | -38% | -15 | 11% | 0% | -27% | -7% | 1%
CCOC(=O)c1ccc(NC(=S)N2CCSC2c2ccc(Cl)cc2)cc1 (stereo not given) | 11% | -7% | u | 19 | u | -23% | -12% | -9% | -1%
COc1cccc(Cn2c(N)c(C#N)c3nc4ccccc4nc32)c1OC | 0% | -3% | -2% | 15 | u | -29% | -8% | -14% | u
COc1ccc(C(=O)N/N=C/c2ccc(OC)c(CN3CCCc4ccccc43)c2)cc1 | -14% | -2% | -16% | u | 15% | -2% | 4% | -13% | -1%
Cc1ccc(S(=O)(=O)N2CCN(C(=O)c3ccco3)CC2)cc1C | -17% | -16% | 1% | 14 | -17% | 2% | -6% | 0% | -8%
CCN(CC)CCn1nc(C)nc1-c1ccccc1O | 1% | 0% | u | 0 | 0% | 4% | -12% | 1% | 2%
COc1cccc(-c2ccc(NC(=O)C3CCCN(Cc4nccn4C)C3)cc2)c1 (stereo not given) | -3% | -38% | u | 0 | u | -2% | -11% | -7% | -2%
O=C(N/N=C/c1cc2c(cc1Br)OCO2)c1cccnc1 | 21% | 1% | u | u | 0% | 1% | 7% | 1% | -25%
CCN(CC)C(=O)CSc1nc2cc3c(cc2c(=O)n1Cc1ccc2c(c1)OCO2)OCO3 | -11% | -4% | -5% | 37 | 6% | 5% | 13% | 0% | -52%
COc1ccccc1-n1cnnc1SCC(=O)Nc1ccccc1 | 4% | 0% | u | -13 | 4% | 10% | 11% | 19% | -6%
COc1ccc(N2CCN(C(=O)CCCCCn3c(=S)[nH]c4ccc(N5CCOCC5)cc4c3=O)CC2)cc1 | x | -20% | u | -22 | x | -18% | 7% | -22% | x
Clc1ccc(OCc2cn3ccccc3n2)c2ncccc12 | 25%[11.3 µM] | -1% | 11% | -61* | -1% | -1% | -8% | -2% | 0%
CC(C)NC(=O)C1(C)CCN1C(=O)c1cccc(Cl)c1 (stereo not given) | 16% | 0% | 1% | 0 | x | 21% | 3% | 24% | x
COc1ccc(CN2[C@@H](CC(=O)O)c3cc(F)ccc3S2(=O)=O)cc1 | -4% | 3%&9% | -8%&4% | 4 | 15% | 0% | -31% | 2% | -5%
O=C1C=C(c2cccc(O)c2)C[C@@H](c2ccc(F)cc2)C1 | -11% | -3% | 6% | -12 | 10% | -7% | 5% | 2% | -3%
CC(C)c1ccc(NC(=O)COC(=O)c2ccc(CN3CCCC3=O)cc2)cc1 | 4% | 23% | 0% | 0 | -8% | 2% | 9% | -1% | u
Cc1ccc(NC(=O)COC(=O)c2c(-c3ccccc3)noc2C)cc1 | -19% | -1% | u | -1 | -2% | -16% | -6% | -16% | -8%
CC(C)(C)C(=O)Nc1ccc(-c2cn3cccnc3n2)cc1 | 11% | 7% | 1% | -2 | -2% | 9% | 9% | -19% | 3%
Cc1ccc(CNc2ccc3c(c2)nc(C)n3C)cc1 | -19% | -7% | -9% | u | 11% | -8% | 20% | -9% | 4%
Cn1ccc2cc(-c3ccc4ncnc(NCc5cccs5)c4c3)ccc21 | u | 18µM* | u | x | 12µM* | x | x | x | u
COc1ccccc1/C=N/NC(=O)c1ccc(Br)cc1 | 13% | 4% | 3% | 0 | 6% | 1% | -4% | 1% | 15%
CCN(CC(=O)Nc1c(F)cccc1F)C(=O)c1cc(C)nc2ccccc12 | -2% | 6% | -25% | 21 | 3% | -1% | -3% | 9% | -4%
CCOC(=O)c1[nH]c2ccc(OC)cc2c1NC(=O)N1CCOCC1 | 0% | 5% | 0% | -11 | -1% | 0% | -19% | -3% | -4%
O=C(CCN1C(=O)/C(=C/C=C/c2ccccc2)SC1=S)Nc1nc2ccccc2s1 | 16% | 7% | -6% | -27 | -1% | 0% | 2% | -3% | -1%
CN(C)C(=O)CN1CCN(C(=O)CCl)CC1 | -1% | u | 0% | -4 | -3% | -1% | 7% | -27% | -6%
O=C(c1ccc(CS(=O)c2ccccc2Cl)o1)N1CCN(c2ccccn2)CC1 (stereo not given) | x | 7.3µM* | u | -1 | 14% | 7.3µM* | 5% | u | -2%
COc1ccccc1CNC(=O)CCCOc1cc(=O)n(C)c2ccccc12 | 51%[activator] | -6% | -28% | 42 | 10% | -6% | -4% | 15% | -24%
COc1ccc(NC(=O)CN(C)C(=O)c2ccc(NC3CC3)c([N+](=O)[O-])c2)cc1 | -5% | 21% | 0% | u | -24% | -5% | -3% | 0% | u
CC(NS(=O)(=O)c1cccc(C(=O)O)c1)C12CC3CC(CC(C3)C1)C2 (stereo not given) | 0% | 0% | 12% | 20 | 5% | 1% | -3% | -3% | 42%
